BRCA1 expr up = activators of BRCA1 expression. MCF7-BRCA1-FFLuc reporter, luminescence, 48 h; response scale: scaled: vehicle 0%, 10 µM genistein 100%. actives 1.1% (n = 380,000). Potency, µM (doses to about 46.1 µM), for the others: at the top dose activation, actives largely listed as activators; also: potency is read from the fitted curve at half-maximal effect; nearly all actives have a fitted effect of over 80% in size; some results filed as inactive show a strong effect at the top dose
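MCF7-BRCA1-FFLuc cells, 2000/well in phenol-red-free MEM, attached 2 h then treated 48 h at 37 C. Luciferase luminescence read 15 min after reagent; normalized to genistein maximum activation (10microM) and DMSO, concentration-response fitted.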
Integrin act MD = activators of alpha7 integrin expression for muscular dystrophy; actives 0.064% (n = 350,000); alpha7betagal myoblasts, beta-gal FDG fluorescence, 48 h; Potency, µM (doses to about 38.3 µM), inactives show top-dose activation, usual class: activators;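 also: potency is read from the fitted curve at half-maximal effect; 100% = response of the positive control SU9516; nearly all actives have a fitted effect of over 60% in size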
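alpha7betagal+/- myoblasts (passage 13, 250/well) treated 48 h at 37C with compounds at 1:260 dilution of DMSO stock. Lysed, then beta-galactosidase activity read as FDG fluorescence (ex 480/em 540) after 30 min, with pre-read for autofluorescence.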
B2AR arrestin = agonists driving beta-arrestin recruitment to human beta2-adrenergic receptor. Potency, µM (top dose mostly 46.1 µM), for inactives: at the top dose activation, most hits filed as activators. P07550. beta-arrestin recruitment to beta2AR, cell-based reporter. AID 492947. actives 0.02% (n = 330,000);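 also: potency is read from the fitted curve at half-maximal effect; 0% = DMSO controls and full agonism = EC100 isoproterenol or metaproterenol; nearly all actives have a fitted effect of over 65% in size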
Target sequence (P07550 whole entry, looked up): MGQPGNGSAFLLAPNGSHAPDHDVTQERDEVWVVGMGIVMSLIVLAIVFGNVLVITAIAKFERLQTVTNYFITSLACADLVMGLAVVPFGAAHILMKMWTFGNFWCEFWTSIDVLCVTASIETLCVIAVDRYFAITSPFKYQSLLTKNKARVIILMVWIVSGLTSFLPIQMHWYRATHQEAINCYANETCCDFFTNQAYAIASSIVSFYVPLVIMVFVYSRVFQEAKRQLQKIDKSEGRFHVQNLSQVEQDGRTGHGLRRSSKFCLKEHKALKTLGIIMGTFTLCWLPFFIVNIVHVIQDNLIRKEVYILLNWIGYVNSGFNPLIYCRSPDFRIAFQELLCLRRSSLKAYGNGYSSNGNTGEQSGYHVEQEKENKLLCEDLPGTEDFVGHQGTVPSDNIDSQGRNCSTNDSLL
p53 reactivator = mutant p53 re-activation in reporter cells. H1299 p53-A138V BP100-luciferase reporter, luminescence, 24 h. Potency, µM (highest dose often 92.2 µM), inactives show at the top dose activity change, positive = activation, actives largely listed as activators. actives 0.063% (n = 320,000); also: potency is read from the fitted curve at half-maximal effect; % of control where 0% means no effect; nearly all actives have a fitted effect of over 45% in size
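H1299 (p53-null), stable ts p53-A138V + BP100-Luc; 1000 cells/well, Opti-MEM/10% FBS; cpd 4 pt, 1:5; 24 h, 37 deg C, 5% CO2; detection reagent 10 min RT; luminescence.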
TRPV1 agonist = human TRPV1 agonism. AID 540275. activation, % at 8.33 µM. Q8NER1. actives 0.19% (n = 320,000). TRPV1-expressing cells, Fluo-8 calcium influx, agonist mode; in the data active = activation above about 80%; inconclusive = between about 30% and that limit; also: 0% is about no effect
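Cells expressing TRPV1 were dye-loaded with Fluo-8 and read kinetically: 10 s baseline, 3 min after compound (agonist portion), then 2 min after EC20 capsaicin (allosteric enhancer portion). Calcium-bound dye fluorescence at 480/520 nm.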
USP2a inh = blocks human ubiquitin-specific protease USP2a. Potency, µM (titrated, usually from 38.3 µM), without a hit: at the top dose activity change, negative = inhibition, actives largely listed as inhibitors. AID 463254. actives 0.01% (n = 330,000). O75604. USP2 core, Ub-CHOP2 coupled fluorogenic reporter, 485/531;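 also: potency is read from the fitted curve at half-maximal effect; plate controls were DMSO wells for no effect and full inhibition by NEM control for full effect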
Target sequence (O75604 whole entry, looked up): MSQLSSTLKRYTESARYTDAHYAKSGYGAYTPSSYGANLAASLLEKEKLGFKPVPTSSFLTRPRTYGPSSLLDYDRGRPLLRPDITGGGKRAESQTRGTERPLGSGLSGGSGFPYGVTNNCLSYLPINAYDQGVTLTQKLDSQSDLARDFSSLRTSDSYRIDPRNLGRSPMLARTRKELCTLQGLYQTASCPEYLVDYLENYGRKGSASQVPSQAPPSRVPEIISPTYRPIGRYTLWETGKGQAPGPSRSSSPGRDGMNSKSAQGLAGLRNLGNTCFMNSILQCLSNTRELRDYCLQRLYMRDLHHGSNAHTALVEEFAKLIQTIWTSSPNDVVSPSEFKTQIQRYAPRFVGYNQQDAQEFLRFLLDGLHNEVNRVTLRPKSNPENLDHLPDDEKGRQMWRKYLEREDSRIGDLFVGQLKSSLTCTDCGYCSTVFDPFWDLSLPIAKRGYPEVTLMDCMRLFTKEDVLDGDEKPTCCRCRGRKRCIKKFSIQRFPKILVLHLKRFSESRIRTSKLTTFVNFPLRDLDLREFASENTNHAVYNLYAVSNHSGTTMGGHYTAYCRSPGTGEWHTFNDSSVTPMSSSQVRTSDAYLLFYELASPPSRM
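Cell-free coupled assay: 10nM USP2 core preincubated 30min RT with compound in Tris-HCl pH 8.0/CaCl2/CHAPS buffer, then 25nM Ub-CHOP2 and 25nM reporter substrate; fluorescence (Ex 485/Em 531) read after 60min RT, normalized to NEM inhibition, concentration-response curves fitted.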
Eya2 phos inh = blocks the phosphatase activity of human Eya2 | AID 488837 | Potency, µM (doses to about 76.9 µM), without a hit: at the highest dose activity, negative = inhibition, hits mostly inhibitors | actives 0.006% (n = 330,000) | recombinant Eya2, OMFP fluorescence dephosphorylation (OMFP is methylfluorescein phosphate); also: potency is read from the fitted curve at half-maximal effect; % is scaled to controls: 0 for no effect and ±100 for the full control effect
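Eya2 (0.2 uM) preincubated 10 min at ambient with compound, then OMFP substrate added at 50 uM; 10 min reaction in 50 mM HEPES pH 7.5, 50 mM NaCl, 5 uM MgCl2, 0.05% BSA, 1 mM DTT. Fluorescence read at Ex 485/Em 525 nm.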
uPA generation = cell surface uPA generation inhibition; Potency, µM (series often up to 38.3 µM), without a hit: top-dose activity change, negative = inhibition, actives largely listed as inhibitors; actives 0.31% (n = 330,000); AID 540303; cell surface uPA generation assay, qHTS; active = well fitted inhibition curve with a large enough effect; inconclusive = small, poorly fitted or top-dose-only effect; inactive = no such curve, though single readings can be large or run the other way; tested in mouse RAW 264.7 cells; also: potency is read from the fitted curve at half-maximal effect; % is scaled to controls: 0 for no effect and ±100 for the full control effect; nearly all actives have a fitted effect of over 55% in size
ASM inhibitor = inhibitors of human secretory acid sphingomyelinase | P17405 | placental ASM, HMU-PC fluorogenic substrate, 60 min | Potency, µM (series often up to 57.5 µM), without a hit: at the highest dose activity change, negative = inhibition, actives largely listed as inhibitors | actives 0.006% (n = 340,000); also: potency is read from the fitted curve at half-maximal effect
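Steps: dispense placental human ASM, pin compound, wait 10 min at room temperature, add HMU-PC0 substrate at 9 uM final, incubate 60 min at 37 °C, add stop solution raising pH to 10, read fluorescence.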
ELG1 genotox = genotoxicity induction in ELG1-luciferase HEK293T cells; HEK293T ELG1-luciferase reporter, luminescence, 16 h; AID 504466; Potency, µM (top dose mostly 46 µM), without a hit: top-dose activity change, positive = activation, most hits filed as activators; actives 1.3% (n = 330,000); also: potency is read from the fitted curve at half-maximal effect; % of control where 0% means no effect; nearly all actives have a fitted effect of over 60% in size
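DMSO vehicle served as control against compound-treated ELG1-luciferase HEK293T cells; exposure lasted 16 hr at 37 °C and 5% CO2, followed by ONE-Glo luminescence detection after 30 min.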
TSG101-PTAP inh = blocks PTAP/TSG101 interaction to inhibit HIV-1 budding; Fluorescence polarization, FITC-PTAP peptide / Tsg101 binding; Potency, µM (series often up to 115 µM), for the others: at the highest dose activity change, negative = inhibition, most hits filed as inhibitors; 340,000 tested, under 10 active; AID 493005; active = well fitted inhibition curve with a large enough effect in the main read-out, with a control signal flat, not every such curve was filed as active; inconclusive = small, poorly fitted or top-dose-only effect, or effect the other way, or a change in a side signal; inactive = no such curve, though single readings can be large or run the other way; also: potency is read from the fitted curve at half-maximal effect; % of control where 0% means no effect
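FP read-out: FITC-PTAP peptide, 50 nM final, binding Tsg101 binding domain, 10 uM final; 20 min, r.t.; 10 mM HEPES pH 7.5, 0.15 M NaCl, 0.01% Tween 20, 3 mM EDTA, 0.1 mM TCEP.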
Active calls of the source: *; i = inactive; ? = inconclusive; . = not tested or not shown; [ ] = another dose, or the depositor's remark. Unless noted, calls follow the shape of the dose curve; as a rule, active = well fitted curve in the direction sought with a large enough effect; inconclusive = small, poorly fitted or top-dose-only effect, or another doubt; inactive = no such curve, though single readings can be large; an effect the other way counts as inactive or inconclusive.

#	compound	BRCA1 expr up	Integrin act MD	B2AR arrestin	p53 reactivator	TRPV1 agonist	USP2a inh	Eya2 phos inh	uPA generation	ASM inhibitor	ELG1 genotox	TSG101-PTAP inh
1	CC(Oc1ccc2ccccc2c1)C(=O)N/N=C/c1cccnc1 (stereo not drawn)	-36%	2%	0.2%	-5%	7	2%	-8%	5%	-1%	-3%	0%
2	Cc1ccccc1-c1nsc(SCC(=O)Nc2ccc3c(c2)OCO3)n1	-30%	27%	0.0%	?	-4	-2%	-15%	-10%	-4%	15%	0%
3	CS(=O)(=O)N1CCN(Cc2ccc(C(F)(F)F)cc2)CC1	-31%	-12%	-0.6%	-4%	20	-4%	15%	0%	-2%	-2%	-4%
4	COc1ccc(-c2nc(CSCC(=O)NCc3ccc4c(c3)OCO4)c(C)o2)cc1OC	-2%	-7%	?	9%	30	3%	2%	3%	0%	-5%	-3%
5	COc1ccc(C2NC(c3ccc(OC)c(OC)c3OC)C(C)C(=O)C2C)c(OC)c1OC (stereo not drawn)	-10%	-17%	-0.7%	-3%	2	0%	2%	5%	0%	-1%	-5%
6	O=C(O)CCCC(=O)Nc1ccc(Br)cc1	-5%	9%	-0.7%	3%	0	-4%	-30%	-2%	3%	-4%	-5%
7	COc1cc(C(=O)NC(=S)Nc2ccc3[nH]c(=O)[nH]c3c2)cc(OC)c1OC	0%	-11%	0.2%	0%	-1	1%	-20%	2%	-3%	6%	-4%
8	Cc1ccc2c(c1)N(CCC(=O)NCc1cccs1)C(=O)C(C)O2 (stereo not drawn)	-12%	23%	-0.7%	-6%	?	1%	-13%	-5%	2%	-3%	-2%
9	CN(C)C(=O)N1CCC(C(=O)NC2CCCCCCC2)CC1	17%	-49%[inhibitor]	-0.4%	-1%	0	3%	29%	3%	2%	2%	-4%
10	COc1cc(C(=O)OCc2cccc(OC)c2OC)ccc1OCC(=O)N1CCOCC1	14%	-29%	-0.2%	-4%	2	4%	9%	?	-3%	2%	-10%
11	Fc1ccc(OCc2nn3cnnc3s2)cc1	2%	13%	-0.1%	0%	1	1%	-6%	2%	7%	1%	-3%
12	CCn1cc(C(=O)NCc2ccccc2OC)c(=O)c2cc(S(=O)(=O)N(C)C)ccc21	-36%	-1%	-0.1%	-8%	?	0%	2%	23%	-4%	-13%	-3%
13	CN(C(=O)COC(=O)CNC(=O)c1cccs1)c1c(N)n(Cc2ccccc2)c(=O)[nH]c1=O	-19%	27%	-0.8%	-1%	-2	2%	9%	12%	0%	0%	1%
14	C=CCn1c(C(C)NC(=O)COC)nc2ccccc21 (stereo not drawn)	17%	-10%	-1.2%	1%	1	-1%	0%	-5%	7%	-6%	3%
15	CC(/C=C/c1ccccc1)=N\NC(N)=S	62%	-4%	8.9µM*	?	15	4%	-14%	-6%	1%	2%	1%
16	COC(=O)COC(=O)c1ccc(O)cc1	3%	1%	3.2%	2%	-4	-2%	-18%	.	5%	4%	1%
17	COc1cccc(-c2nn(-c3ccc(C)cc3)cc2C(=O)NCC(c2cccs2)N2CCOCC2)c1 (stereo not drawn)	-47%	32%	0.1%	-3%	-2	-2%	1%	-22%	.	-35%[inhibitor]	-1%
18	COc1ccc2c(c1)c(=O)oc1c(C)c(OC(C)C(=O)N[C@@H](Cc3c[nH]c4ccc(O)cc34)C(=O)O)ccc12 (stereo partly drawn)	-6%	-8%	-0.1%	5%	-3	-2%	-21%	-2%	38%[activator]	-2%	-2%
19	COc1ccc(Nc2c(C)cccc2C)cc1	-16%	-6%	-0.3%	19%	5	4%	3%	0%	-5%	7%	-1%
20	O=C(O)CN1C(=O)Nc2ccc(Br)cc2C1c1ccccc1 (stereo not drawn)	37%	-26%	-0.6%	-7%	3	4%	6%[15.4 µM]	1%	1%	0%	-13%
21	CN1C(=O)c2ccc(C(=O)NCc3ccc4c(c3)OCO4)cc2C1=O	1%	36%	5.8%	-1%	2	-4%	0%	-1%	7%	0%	0%
22	COc1ccc(C(=O)Nc2ccc3[nH]c(-c4cccc(OC)c4)cc(=O)c3c2)cc1	-34%	-26%	-0.7%	4%	-7	2%	-6%	?	111%	?	-1%
23	O=C(Nc1ccc(NC(=O)c2ccccc2Br)cc1)c1ccccc1	34%	-4%	-0.3%	-3%	1	-1%	-21%	-16%	0%	?	-2%
24	O=C(COc1ccccc1Br)N1CCNC1=O	-5%	-4%	0.3%	8%	-3	-1%	8%	1%	4%	-3%	-2%
25	Cc1cc(C)nc(N2N=C(c3ccccc3)CC2=O)n1	21%	2%	-0.6%	10%	0	3%	-6%	1%	-7%	14%	-3%
26	Cc1ccsc1C(=O)NCC(=O)OCc1ccccc1	16%	0%	-0.7%	10%	16	-1%	2%	-5%	2%	3%	-6%
27	Cc1ccc2c(n1)sc1c(-c3ccccc3)c(C#N)c(N)nc12	-37%	0%	-1.1%	-11%	8	1%	-8%	-4%	i	1%	-5%
28	COC(=O)c1cc(NC(=O)CN2C(=O)C(=O)N(C3CCCC3)C2=O)cc(C(=O)OC)c1	-6%	-39%	-0.6%	-12%	1	0%	11%	-12%	-6%	-1%	1%
29	CC1(C(=O)NCc2ccccn2)C=CCN1C(=O)c1ccccc1 (stereo not drawn)	-9%	5%	-0.5%	14%	-7	0%	7%	-3%	5%	4%	-3%
30	CN(CCC#N)C(=O)COC(=O)c1cccnc1Nc1ccccc1F	10%	-25%	-0.3%	-4%	7	1%	6%	-4%	5%	-1%	-8%

The list goes on.
#	compound	BRCA1 expr up	Integrin act MD	B2AR arrestin	p53 reactivator	TRPV1 agonist	USP2a inh	Eya2 phos inh	uPA generation	ASM inhibitor	ELG1 genotox	TSG101-PTAP inh
31	CCc1cc(C(c2ccc(OC)c(OC)c2)N2CCOCC2)c(NC(=O)c2ccccc2)s1 (stereo not drawn)	-1%	-38%	-0.9%	18%	1	3%	1%	-4%	-2%	6%	-1%
32	O=C(CSCc1ccccc1)Nc1ccc(S(=O)(=O)Nc2ncccn2)cc1	0%	8%	-0.6%	-1%	2	6%	-5%	0%	2%	-9%	-10%
33	c1ccc(CN2CCOCCOCCOCC2)cc1	0%	5%	-0.2%	3%	0	1%	4%	-1%	3%	0%	-2%
34	O=C1c2ccccc2C(=O)C1c1ccc(Cl)cc1	13%	0%	-0.8%	15%	-4	3%	3%	-3%	2%	28%	.
35	Nc1nnc(-c2ccccc2Cl)s1	21%	14%	-0.2%	5%	-2	1%	-18%	-6%	0%	5%	0%
36	O=C(NCCCN1CCOCC1)C(=O)NCc1ccccc1	-2%	-51%[inhibitor]	0.0%	0%	0	-1%	8%	-4%	-2%	1%	-2%
37	Cc1cc(C)nc(N2CCC(C(=O)NCc3ccco3)CC2)n1	-9%	1%	-0.4%	-10%	1	1%	12%	.	4%	2%	-1%
38	CC(C)c1nn2c(=O)cc(O)nc2s1	-12%	-11%	-1.0%	-9%	-2	6%	7%	3%	3%	0%	0%
39	Cc1ccc(NC(=O)NNC(=O)Cn2nc(-c3ccccc3)c(-c3ccccc3)c(C#N)c2=O)cc1	-67%	18%	-0.1%	-4%	0	-10%	4%	-17%	-21%	-6%	0%
40	CCNC(=O)c1cccc(NC(=O)C2CC(=O)N(CCc3ccccc3)C2)c1 (stereo not drawn)	11%	14%	0.0%	-4%	1	2%	-8%	1%	3%	3%	0%
41	CCN(c1ccccc1)S(=O)(=O)c1cccc(C(=O)NCC(c2cccs2)N2CCOCC2)c1 (stereo not drawn)	-29%	-4%	0.0%	2%	-1	1%	5%	-7%	2%	0%	-3%
42	Cc1ccc(S(=O)(=O)N2CCN(c3ccccc3)CC2)cc1	-15%	-12%	-0.2%	-9%	11	1%	0%	6%	-2%	2%	0%
43	CCn1c(=O)cc(SCC(=O)Nc2ccc(C)cn2)c2ccccc21	-39%	-12%	-0.1%	9%	1	0%	-19%	6%	-2%	?	-3%
44	CC1CCCN(c2nc3c(c(=O)[nH]c(=O)n3C)n2CCSc2ncccn2)C1 (stereo not drawn)	.	.	-0.7%	-2%	-1	-1%	-7%	.	.	4%	.
45	CCC(=O)NNc1ncnc2ccccc12	-5%	3%	-0.2%	3%	-4	6%	7%	10%	1%	-1%	2%
46	CCOC(=O)C1CCCN(C(=O)c2ccc(S(=O)(=O)N3CCOCC3)cc2)C1 (stereo not drawn)	-5%	6%	-0.2%	-5%	0	3%	-22%	-9%	4%	-1%	-6%
47	Cc1cc(C)cc(NC(=S)N2CCN(CCO)CC2)c1	-2%	28%	-0.6%	2%	3	2%	7%	-4%	5%	-1%	-1%

Source: PubChem
